Rtt109 Vps75 = inhibitors of C. albicans Rtt109/Vps75 HAT, primary screen, biochemical, ThioGlo CoA-SH fluorescence, plate reader; Histone acetyltransferase RTT109 (Candida albicans (strain SC5314 / ATCC MYA-2876)), …; purified Rtt109/Vps75, 4 h; inhibition, % at 34.9 µM; 330,000 tested, 0.16% active; AID 540336, 2011;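 active = inhibition of at least 50% in every replicate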
Target sequence (Q5AAJ8 whole entry, looked up): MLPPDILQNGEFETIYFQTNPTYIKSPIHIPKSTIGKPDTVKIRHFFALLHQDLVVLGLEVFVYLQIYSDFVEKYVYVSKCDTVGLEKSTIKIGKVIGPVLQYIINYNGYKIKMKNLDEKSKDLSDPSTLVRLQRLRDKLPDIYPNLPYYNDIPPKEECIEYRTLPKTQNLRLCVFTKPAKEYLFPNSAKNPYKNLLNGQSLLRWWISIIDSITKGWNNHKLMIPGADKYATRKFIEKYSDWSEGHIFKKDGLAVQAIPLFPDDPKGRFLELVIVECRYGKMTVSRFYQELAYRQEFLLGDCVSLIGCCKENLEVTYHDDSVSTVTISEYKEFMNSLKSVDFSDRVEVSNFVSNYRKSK
cardiac RTF act = cardiac RTF calcium sensitivity activators, primary screen, biochemical, IANBD-TnC fluorescence, EC20 calcium. IANBD-labeled TnC RTF fluorescence at EC20 calcium; 0% EC20 calcium, 100% full calcium. 340,000 tested, 0.24% active. Troponin I, cardiac muscle (Homo sapiens) + Troponin T, cardiac muscle (Homo sapiens) + …. activation, % at 7.2 µM;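 active = activation above the mean over all tested compounds plus 3 SD, cut at about 30% in these data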;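 also: rise in fluorescence read as greater calcium sensitivity of cardiac thin filaments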
V-ATPase pH = regulators of yeast V-ATPase proton pumping, primary screen, pHLuorin cytosolic pH fluorescence; S. cerevisiae; response, % at 10 µM; 350,000 tested, 0.37% active; AID 504577, 2011; in the data active = response mostly above about 7.3%, no sharp cut-off; inactive = mostly below about 5.4%; also: actives read high; inactives centre near 0; some compounds called inactive have numbers as strong as hits
CAL PDZ FP-1 = untagged CAL PDZ binding inhibitors, primary screen, biochemical, fluorescence polarization, HTS; Golgi-associated PDZ and coiled-coil motif-containing protein (Homo sapiens), Q9HD26; purified CAL PDZ, TMR-peptide fluorescence polarization, 1 h; inhibition, % at 24.9 µM; 300,000 tested, 0.92% active; AID 602252, 2012;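 active = mean inhibition of at least 30% with at least half of replicates also reaching 30%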;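 also: 0% = DMSO neutral control and 100% = excess unlabeled competitor peptide PRC23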
CDK5 p35 inh = inhibitors of human CDK5/p35 kinase, primary screen, biochemical, single concentration; Cyclin-dependent kinase 5 (Homo sapiens) + Cyclin-dependent kinase 5 activator 1 (Homo …; Recombinant CDK5/p35, ADP-Glo luminescence, 60 min; inhibition, % at 10 µM; 330,000 tested, 0.01% active;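 active = highest replicate inhibition of at least 50% and at least 75% of replicates reaching 50%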;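 also: plate controls were DMSO neutral control for no effect and GW8510 at 10 µM for full effect; many of its hits are not listed in these tables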
Tat export inh = E. coli Tat export inhibitors, primary screen, MC4100, TorA-mCherry reporter, fluorescence, single point; inhibition, % at 10 µM; 340,000 tested, 0.036% active; AID 488895, 2010;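 active = mean replicate inhibition at least 50% and at least half of replicates individually reaching 50%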;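 also: exported cargo escapes ClpAP degradation while cytoplasmic cargo is degraded and loses fluorescence; 0% = median of neutral control wells and 100% = median of NaSCN control wells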
dFosB activator = activators of delta FosB homodimer, primary screen, biochemical, fluorescence polarization, TAMRA-CDK5 oligo, single point; Protein FosB (Mus musculus), P13346; activation, % at 25 µM; 340,000 tested, 0.99% active; purified delta FosB; percent of positive-control signal above neutral wells;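 active = mean activation above about 17%, with every replicate also reaching it, limit read from the data, passing the limit was not always enough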;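 also: fluorescence polarization rise as delta FosB binds a TAMRA Cdk5 AP-1 oligo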
Target sequence (P13346 whole entry, looked up): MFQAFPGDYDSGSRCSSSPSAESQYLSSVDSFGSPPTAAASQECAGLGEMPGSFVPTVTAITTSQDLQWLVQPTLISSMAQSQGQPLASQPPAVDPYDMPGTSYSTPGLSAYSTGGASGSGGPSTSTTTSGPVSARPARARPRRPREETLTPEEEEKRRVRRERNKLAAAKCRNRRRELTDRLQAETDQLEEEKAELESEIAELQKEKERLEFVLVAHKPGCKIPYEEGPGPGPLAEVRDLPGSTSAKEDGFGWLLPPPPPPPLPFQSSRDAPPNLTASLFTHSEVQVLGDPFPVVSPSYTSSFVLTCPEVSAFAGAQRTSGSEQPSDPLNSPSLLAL
Wnt bcat act = Wnt/beta-catenin pathway activators, primary screen, cell-based, plate reader, single point; Wnt/beta-catenin reporter cell assay, activator; activation, % at 9.35 µM; 300,000 tested, 1.2% active; AID 743398, 2014; in the data active = activation above about 30%, passing the limit was not always enough;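 also: 0% = neutral control wells and 100% = positive control wells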
MITF TRPM1 HTS = activators of MITF-driven TRPM1 promoter reporter, primary screen, cell-based, SK-MEL-5, luciferase, single point; 300,000 tested, 0.75% active; activation, % at 12.5 µM; AID 588334, 2011; SK-MEL-5 TRPM1-promoter luciferase, 24 h; % of positive control, neutral wells = 0;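 active = mean activation of at least 80% with every replicate also reaching 80%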;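 also: 0% = neutral control wells and 100% = parthenolide positive control wells; values of inactives mirror those of a sister screen read the other way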
CAL PDZ FP-2 = CAL PDZ peptide-binding inhibitors, primary screen, biochemical, fluorescence polarization, Cer-tagged CAL PDZ, HTS; 330,000 tested, 0.02% active; inhibition, % at 20 µM; AID 504414, 2011; purified CAL PDZ, TMR-peptide fluorescence polarization, 1 h; Golgi-associated PDZ and coiled-coil motif-containing protein (Homo sapiens), Q9HD26;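 active = highest replicate inhibition of at least 40%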;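 also: plate controls were DMSO neutral control wells for no effect and unlabeled competitor peptide control wells for full effect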
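Test system: purified CerCALP PDZ construct; Compound dosing: one concentration, 20 µM compound; Also added: TMR-labelled reporter peptide T*-PRC34 bound in PDZ groove; Read-out: inhibition from polarization loss; Controls: unlabelled peptide and DMSO controls; Signal: FP readout, S and P plane fluorescence; Incubation: 1 h at RT.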
Starred values were filed as active, the others as inactive; . = not tested or not shown.

molecule | dFosB activator | MITF TRPM1 HTS | CAL PDZ FP-1 | V-ATPase pH | Rtt109 Vps75 | CDK5 p35 inh | Tat export inh | Wnt bcat act | cardiac RTF act | CAL PDZ FP-2
Cc1ccc(CN2CC(C(=O)NCCC3=CCCCC3)CC2=O)cc1 (stereo unspecified) | -2 | -1 | -4 | -3 | -6 | 0.6 | -4 | 4 | -4 | -1.5
Cc1[nH]c2ccccc2c1C(=O)Cn1c(=O)oc2ccccc21 | -4 | -2 | . | 1 | 7 | -0.1 | -4 | 0 | 4 | -1.6
O=C(c1cc(F)c(F)c(F)c1F)N1CCN(C(=O)C2CCCO2)CC1 (stereo unspecified) | -6 | -15 | 2 | 4 | 6 | 1.3 | 1 | -1 | 0 | -3.9
O=C(COC(=O)c1ccccc1)NC1CCCCCC1 | 5 | 3 | -2 | 1 | 12 | 1.6 | 2 | -1 | 0 | 0.1
O=C1OCCC1Sc1ncnc2sccc12 (stereo unspecified) | 4 | 0 | -2 | 3 | -17 | 1.4 | 0 | . | 1 | -0.7
O=[N+]([O-])c1ccccc1/C=N/Nc1nccnc1Cl | -1 | 48 | . | -2 | -11 | -0.1 | 9 | 13 | 0 | -0.9
COC(=O)C(NC(=O)c1ccccc1C(=O)O)c1ccc2ccccc2c1 (stereo unspecified) | -4 | . | -5 | -1 | -7 | 0.9 | 1 | -1 | -5 | 0.1
O=S(=O)(Nc1cccc(-c2ccc3nncn3n2)c1)c1cc(F)ccc1F | -10 | -5 | -5 | -3 | -3 | -1.0 | -7 | -1 | 1 | -2.2
O=C(c1c[nH]c(C(=O)C(Cl)(Cl)Cl)c1)c1c(F)cccc1F | 3 | -19 | 2 | 2 | -2 | -0.3 | 10 | 1 | 16 | -0.8
Cc1cccc2cc(COC(=O)C(C)C)c(=O)[nH]c12 | -1 | 2 | -4 | . | -7 | -0.5 | 2 | . | -5 | -0.4
CCC(Oc1ccccc1)C(=O)Nc1ccc(C)c(S(=O)(=O)N2CCOCC2)c1 (stereo unspecified) | -3 | -1 | 1 | 10 | 3 | 0.8 | -6 | 2 | -1 | -2.8
COc1ccc(CNC(=O)Oc2ccccc2)cc1Cl | 8 | 6 | 0 | 4 | -4 | 1.3 | 3 | -1 | 3 | .

Next section.
molecule | dFosB activator | MITF TRPM1 HTS | CAL PDZ FP-1 | V-ATPase pH | Rtt109 Vps75 | CDK5 p35 inh | Tat export inh | Wnt bcat act | cardiac RTF act | CAL PDZ FP-2
O=C(NC1CCCC1)C(c1ccncc1)N(C(=O)c1csnn1)C1CCCC1 (stereo unspecified) | 2 | -8 | . | 0 | 1 | -7.4 | -3 | -1 | 4 | -0.3
O=C1c2ccccc2C(=O)N1CCc1nc(-c2ccccn2)no1 | -4 | 2 | -3 | 0 | -4 | 0.1 | -2 | . | 0 | -1.0
Cc1nc(SCC(=O)NCC2COc3ccccc3O2)c2c(C)c(C)sc2n1 (stereo unspecified) | -3 | 1 | . | 4 | 5 | 1.8 | 7 | 0 | -13 | -1.4
Cc1ccc(-c2nc3sc(C#N)c(N)n3c(=O)c2C#N)cc1 | -6 | 6 | -2 | -8 | . | 0.3 | -5 | -2 | 29 | 0.6
O=C(COc1ccc(Cl)cc1)NCCSCc1cccc(Cl)c1 | -2 | 8 | 0 | -5 | 0 | -1.2 | 12 | . | -4 | -1.4
CC1=[N+]([O-])C(C)(C)C(c2ccc(Br)cc2)=[N+]1[O-] | 3 | -2 | -3 | 0 | 2 | -1.6 | -3 | -3 | -3 | 0.1
CC1Cc2ccccc2N1CC(=O)Nc1ccc(S(N)(=O)=O)cc1 (stereo unspecified) | -4 | -5 | -4 | 4 | 13 | -1.3 | 6 | 39* | 0 | 1.1
CC(=O)N1CCCN(Cc2cn(-c3cc(C)ccc3C)nc2-c2ccccc2)CC1 | 0 | -17 | -4 | 5 | 3 | -7.7 | 22 | 1 | 6 | -0.7
COc1cc2[nH]c(=S)nc(NCCC(C)C)c2cc1OC | -9 | -1 | -12 | 3 | -2 | -0.5 | -1 | -4 | -3 | -4.7
O=C(NCc1ccc(Cl)cc1)N1CCN(S(=O)(=O)c2ccccc2)CC1 | -2 | 9 | -3 | 1 | 6 | 2.3 | 2 | 0 | -2 | -2.5
O=C(Oc1cccc(-n2cnnn2)c1)c1ccccc1Cl | 9 | -3 | -3 | 0 | -21 | 1.2 | -3 | 1 | -4 | -2.4
Cc1cccc(C)c1NC(=O)CNC(=O)C12CC3CC(CC(O)(C3)C1)C2 | 3 | -2 | 0 | -2 | . | 2.2 | -5 | -3 | 5 | -0.1

Further compounds
molecule | dFosB activator | MITF TRPM1 HTS | CAL PDZ FP-1 | V-ATPase pH | Rtt109 Vps75 | CDK5 p35 inh | Tat export inh | Wnt bcat act | cardiac RTF act | CAL PDZ FP-2
O=C(NC(=S)N(Cc1ccccc1)Cc1ccccc1)C1CCCCC1 | -17 | -8 | -5 | -1 | 3 | 0.0 | 1 | -4 | 7 | -3.1
Cc1ccc2nc(N3CCN(Cc4nnnn4Cc4ccccc4)CC3)c(C#N)cc2c1 | -3 | -11 | -2 | -2 | -3 | -0.4 | 4 | . | -2 | -2.3
O=C(Nc1ccccn1)c1onc2c1CCCC2 | -1 | -6 | -2 | -2 | -2 | 4.9 | -4 | . | -8 | -0.7
Nc1c(N(CCC2=CCCCC2)C(=O)COc2ccc(F)cc2Cl)c(=O)[nH]c(=O)n1Cc1ccccc1 | 29* | -96 | -3 | -4 | 3 | -0.1 | -7 | -22 | 5 | 0.0
COCC(C)N1CCC(n2nccc2NC(=O)CCCc2ccccc2)CC1 (stereo unspecified) | 3 | -2 | -4 | 1 | -10 | 0.9 | -5 | -3 | -5 | -0.9
COc1cc2nc(Nc3ccc(C)c(C)c3)nc(N)c2cc1OC | 105* | -34 | -3 | 0 | 1 | 0.2 | -6 | 5 | -9 | 1.6
O=C(Nc1ccccc1N1CCCC1)c1ccc(Cl)c(S(=O)(=O)N2CCOCC2)c1 | -5 | 11 | 1 | 1 | 4 | -1.3 | -5 | -5 | -4 | -0.6
CC1=C(C(=O)Nc2ccccc2C(=O)NC2CCCCC2)SCCO1 | -11 | 8 | -4 | 4 | 3 | -1.2 | 10 | 3 | 2 | 0.6
Cc1nc([N+](=O)[O-])c(SCC(O)CCl)n1Cc1ccc(Cl)cc1 (stereo unspecified) | -9 | -3 | 2 | -4 | 6 | -1.5 | -1 | -2 | 5 | 0.2
CC(=O)N(C)c1ccc(OCC(O)Cn2c3ccc(Cl)cc3c3cc(Cl)ccc32)cc1 (stereo unspecified) | -3 | -1 | -4 | 1 | -4 | -1.7 | -1 | -13 | -2 | -0.7
COC(=O)c1[nH]c2cc(C)ccc2c1NC(=O)CN1CCN(C(=O)c2ccco2)CC1 | -4 | -16 | -1 | -4 | -29 | 0.9 | -7 | -10 | 8 | -2.8
CCn1c(N)nc2ccccc21 | 0 | -10 | 0 | 2 | 6 | -1.7 | -7 | -2 | -3 | -0.8

A second format for part of the listing above.
dFosB activator,MITF TRPM1 HTS,CAL PDZ FP-1,V-ATPase pH,Rtt109 Vps75,CDK5 p35 inh,Tat export inh,Wnt bcat act,cardiac RTF act,CAL PDZ FP-2,Compound
-1,-6,-2,-2,-2,4.9,-4,.,-8,-0.7,O=C(Nc1ccccn1)c1onc2c1CCCC2
29*,-96,-3,-4,3,-0.1,-7,-22,5,0.0,Nc1c(N(CCC2=CCCCC2)C(=O)COc2ccc(F)cc2Cl)c(=O)[nH]c(=O)n1Cc1ccccc1
3,-2,-4,1,-10,0.9,-5,-3,-5,-0.9,COCC(C)N1CCC(n2nccc2NC(=O)CCCc2ccccc2)CC1 (stereo unspecified)
105*,-34,-3,0,1,0.2,-6,5,-9,1.6,COc1cc2nc(Nc3ccc(C)c(C)c3)nc(N)c2cc1OC
-5,11,1,1,4,-1.3,-5,-5,-4,-0.6,O=C(Nc1ccccc1N1CCCC1)c1ccc(Cl)c(S(=O)(=O)N2CCOCC2)c1
-11,8,-4,4,3,-1.2,10,3,2,0.6,CC1=C(C(=O)Nc2ccccc2C(=O)NC2CCCCC2)SCCO1
-9,-3,2,-4,6,-1.5,-1,-2,5,0.2,Cc1nc([N+](=O)[O-])c(SCC(O)CCl)n1Cc1ccc(Cl)cc1 (stereo unspecified)
-3,-1,-4,1,-4,-1.7,-1,-13,-2,-0.7,CC(=O)N(C)c1ccc(OCC(O)Cn2c3ccc(Cl)cc3c3cc(Cl)ccc32)cc1 (stereo unspecified)
-4,-16,-1,-4,-29,0.9,-7,-10,8,-2.8,COC(=O)c1[nH]c2cc(C)ccc2c1NC(=O)CN1CCN(C(=O)c2ccco2)CC1
0,-10,0,2,6,-1.7,-7,-2,-3,-0.8,CCn1c(N)nc2ccccc21

Next section:
molecule | dFosB activator | MITF TRPM1 HTS | CAL PDZ FP-1 | V-ATPase pH | Rtt109 Vps75 | CDK5 p35 inh | Tat export inh | Wnt bcat act | cardiac RTF act | CAL PDZ FP-2
Cc1c(C(=O)OCC(=O)Nc2ccc(S(N)(=O)=O)cc2)oc2c1ccc1ccccc12 | 29* | 9 | 4 | -4 | -6 | 0.9 | 0 | 5 | 3 | -0.3
COc1ccc2cc(C(=O)NCCO)sc(=O)c2c1OC | -10 | . | -1 | -1 | 3 | 0.8 | 7 | -1 | 9 | -0.1
COc1cccc(-n2cc(CNCc3c(C(=O)N(C)C)nc4ccc(Cl)cn34)cn2)c1 | -8 | -6 | -5 | 1 | -5 | 1.3 | -6 | -3 | 3 | -3.4
O=C1CCC(=O)N(c2ccccc2)N1 | 2 | 5 | 2 | -3 | 7 | -0.6 | 5 | 4 | 4 | -1.3
Cc1cc(C)n2[nH]c(=O)c(N=Nc3ccc(S(N)(=O)=O)cc3)c2n1 | -4 | -4 | 5 | 2 | 22 | -0.1 | -6 | -2 | -3 | -0.1
COc1ccc2c(c1)c(C(=O)N/N=C/c1cccc(O)c1)c(C)n2C | 1 | 18 | -3 | -2 | 9 | 1.8 | -1 | -1 | -5 | -0.7

Screens deposited in PubChem BioAssay by several laboratories.
